PLCb3 inh: blocks human PLC-beta3 enzyme activity; Q01970; Purified PLC-beta3, fluorogenic substrate, fluorescence; inhibition, % at 12.2 µM; 370,000 compounds, 0.18% hits; AID 720704; in the data active means inhibition above about 11%;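 further: 0% = median of compound wells on plate and 100% = full blocker control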
sPLA2-III inh: Inhibits HGIII-sPLA2 liposome hydrolysis, primary screen; 370,000 compounds, 0.56% hits; Q9NZ20; QFRET BODIPY PC-A2 liposome hydrolysis, fluorescence; inhibition, % at 12.2 µM;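 active means inhibition above mean plus 3 SD of compounds lying within the high and low control bounds, cut at about 19% in these data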;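 further: 0% = median of test compound wells and 100% = no enzyme DMSO wells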
KLK7 zymogen act: activators of human kallikrein-7 zymogen | P49862 | purified proKLK7, EDANS-DABCYL substrate fluorescence; 100% is mature enzyme control, 0% vehicle | activation, % at 7 µM | 370,000 compounds, 0.9% hits | AID 652039;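 active means activation above the mean of all tested compounds plus 3 SD, computed per campaign excluding outliers beyond control limits, cut at about 13% in these data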
Tn7 DDE FP: inhibitors of Tn7 peptide binding to human fibrin DD(E); P02675; FP displacement of FITC-Tn7 peptide from fibrin DD(E); 0% = median of compound wells per plate; inhibition, % at 8.3 µM; 370,000 compounds, 0.13% hits;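 active means inhibition above the mean of compounds falling within the control limits plus 3 SD of them, cut at about 14% in these data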;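 further: 0% = plate median of compound wells and 100% = 10 µM Aha-Tn7 peptide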
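assay system = human clot-derived fibrin DD(E) complex | quantity = Fibrin-DD(E) at 2 µM final | timing = 10 min preincubation, 3 h with tracer, room temperature | signal = fluorescence polarization | measure = percent inhibition | benchmarks = high control wells with 10 µM unlabelled Aha-Tn7 peptide (full inhibition) | replicates = singlicate testing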
DDE Tn6 FP inh: inhibitors of Tn6 peptide binding to human fibrin DD(E); inhibition, % at 8.3 µM; 370,000 compounds, 0.21% hits; P02675; AID 720509; Fibrin DD(E) TRITC-Tn6 fluorescence polarization displacement;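 active means inhibition above a per-campaign cutoff: mean of compounds within control limits plus 3 SD, cut at about 15% in these data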;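 further: 0% = median of all compound wells on the plate and 100% = blocking peptide control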
ASAP1 inh: blocks human ASAP1-stimulated Arf1 GTP hydrolysis | GDP FP detection | inhibition, % at 16.5 µM | 360,000 compounds, 0.19% hits | AID 624377; in the data active means inhibition above about 25%;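 further: 0% = vehicle with enzyme and substrate and 100% = no enzyme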
Target sequence (Q9ULH1 325-724 limits assumed): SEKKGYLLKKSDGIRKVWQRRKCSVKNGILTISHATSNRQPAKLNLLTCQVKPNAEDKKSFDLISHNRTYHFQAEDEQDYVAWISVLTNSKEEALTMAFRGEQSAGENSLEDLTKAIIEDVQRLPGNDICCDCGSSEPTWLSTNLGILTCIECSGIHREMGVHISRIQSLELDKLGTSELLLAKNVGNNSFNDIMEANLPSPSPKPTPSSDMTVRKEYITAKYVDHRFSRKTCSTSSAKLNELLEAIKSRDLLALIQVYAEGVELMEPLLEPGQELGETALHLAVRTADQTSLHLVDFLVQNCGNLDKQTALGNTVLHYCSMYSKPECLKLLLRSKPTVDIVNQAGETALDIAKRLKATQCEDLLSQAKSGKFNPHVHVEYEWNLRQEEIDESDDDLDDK
ARFGAP1 inhibitor: inhibitors of rat ARFGAP1 | Q62848 | Arfgap1-stimulated ARF1 GTP hydrolysis, GDP FP detection | inhibition, % at 16.5 µM | 360,000 compounds, 0.26% hits | AID 651572;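 active means inhibition above a per-plate limit, mean inhibition of low control wells plus 3 SD, cut at about 25% in these data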;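 further: 0% = DMSO wells with enzyme and 100% = wells lacking Arfgap1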
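Assay system: purified rat His6-Arfgap1 residues 1-136 (GAP domain); Reagent: human Δ17 ARF1 bound to GTP; Dosing: 16.5 µM single point, 1.26% DMSO; Times: GTP hydrolysis reaction 2 h at 25 °C; Signal: FP, GDP Alexa 633 tracer displaced from anti-GDP antibody, 620/688 nm; Measure: % inhibition from polarization.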
UHRF1 binding: UHRF1 methyl-DNA binding inhibition; UHRF1 binding to methylated oligo, TR-FRET; inhibition, % at 4.4 µM; Q96T88; AID 687016; 370,000 compounds, 0.75% hits; in the data active means inhibition above about 21%;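 further: UHRF1 SRA domain binding a hemimethylated CpG hairpin DNA probe; 0% = median of test compound wells and 100% = reference inhibitor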
PLC-gamma1 inh: PLC-gamma1 (human) inhibition, primary screen; P19174; purified PLC-gamma1, fluorogenic substrate, fluorescence; inhibition, % at 12.2 µM; 370,000 compounds, 0.84% hits; AID 720700; in the data active means inhibition above about 9.5%
NR1D1 modulator: modulators of human Rev-erb alpha DNA binding; AID 1259318; activity, % at 10 µM; Rev-erbα–FITC-DNA binding, fluorescence polarization, 90 min; P20393; 370,000 compounds, 0.79% hits;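 active means activity above about 14%, limit read from the data; passing the limit was not always enough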;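 further: 0% = DMSO wells with 35 nM protein and 100% = DMSO wells with 750 nM protein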
Target sequence (P20393 whole entry, looked up): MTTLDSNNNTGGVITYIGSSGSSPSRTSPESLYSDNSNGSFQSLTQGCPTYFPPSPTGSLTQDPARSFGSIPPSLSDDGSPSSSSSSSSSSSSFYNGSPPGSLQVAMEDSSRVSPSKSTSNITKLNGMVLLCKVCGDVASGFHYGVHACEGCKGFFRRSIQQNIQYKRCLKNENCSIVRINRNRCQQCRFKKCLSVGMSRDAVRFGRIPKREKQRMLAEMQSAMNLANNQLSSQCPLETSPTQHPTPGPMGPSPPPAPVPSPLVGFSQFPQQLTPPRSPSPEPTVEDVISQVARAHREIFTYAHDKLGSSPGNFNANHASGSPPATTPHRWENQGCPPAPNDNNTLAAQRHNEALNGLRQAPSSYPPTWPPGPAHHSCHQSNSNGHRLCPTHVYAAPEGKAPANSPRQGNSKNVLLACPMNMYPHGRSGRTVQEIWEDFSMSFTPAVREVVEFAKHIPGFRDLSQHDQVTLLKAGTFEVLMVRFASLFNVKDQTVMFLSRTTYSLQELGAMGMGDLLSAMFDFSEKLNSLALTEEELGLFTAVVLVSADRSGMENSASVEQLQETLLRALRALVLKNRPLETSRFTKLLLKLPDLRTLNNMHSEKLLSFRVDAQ
Numbers without * were called inactive; i = inactive; . = no result given. Compounds as they come; about 4.5% have a hit in one of these screens.

PLCb3 inh	sPLA2-III inh	KLK7 zymogen act	Tn7 DDE FP	DDE Tn6 FP inh	ASAP1 inh	ARFGAP1 inhibitor	UHRF1 binding	PLC-gamma1 inh	NR1D1 modulator	Molecule
-2	3	-0.6	3	-1	2	5	-1	0	-1	Cc1ccc(CN2C(=O)CCC2C(=O)NC2CC2)cc1 (configuration not stated)
2	-1	0.4	-5	2	-2	-2	-2	0	1	CC(=O)Nc1cccc(NC(=O)C2CCCO2)c1 (configuration not stated)
-7	-13	0.8	-2	5	-6	4	0	1	-4	Cc1ccc(-c2noc(C3CCCN(C(=O)c4ccccc4Br)C3)n2)cc1 (configuration not stated)
-1	7	0.2	-3	9	-13	10	-3	1	-6	C=CCNC(=S)N/N=C(\C)c1cccc(OC)c1
7	-5	0.2	2	1	0	2	3	7	-2	O=C(NCc1cccc(Cl)c1)c1ccc(-c2ccc(F)c(F)c2)c2ccoc12
-8	-18	0.3	5	-4	-3	-4	-12	-8	90*	COc1cc2c(cc1[N+](=O)[O-])-c1ccc([N+](=O)[O-])cc1C2
i	8	148*	-1	4	2	4	-5	i	1	Cc1cccn2c(=O)c3cc(C(=O)NCC4CCCO4)c(=N)n(Cc4cccnc4)c3nc12 (configuration not stated)
-4	6	-0.2	0	-7	6	-16	2	-1	2	c1ccc2c(c1)nc(NC1CCCCC1)c1nncn12
-109	-5	11	5	-3	5	-3	5	-80	2	COc1ccc(-c2c(-c3ccsc3)oc3c2C(O)CCC3)cn1 (configuration not stated)
-2	-2	0.1	0	2	12	-1	4	-1	-7	COc1cc2c(cc1NC(=O)C(C)Sc1cccc[n+]1[O-])oc1ccccc12 (configuration not stated)
-16	-6	0.0	4	-1	0	-12	-4	-13	-6	CC(=O)Nc1sc2c(c1C#N)CCN(Cc1ccccc1)C2
0	-4	-0.2	4	6	2	0	3	-1	0	CCCS(=O)(=O)C(=C1NCCO1)S(=O)(=O)CCC
5	-9	0.2	0	1	-1	-1	1	1	-4	CCOc1cc(CNCCc2ccc(S(N)(=O)=O)cc2)ccc1OCC(=O)NC(C)(C)C
0	-2	0.7	0	-6	1	2	2	7	-5	CCCC(=O)Nc1ccc2c(c1)C(=O)N(C)C[C@@H](OC)[C@H](C)CN(Cc1ccc(-c3ccccn3)cc1)[C@@H](C)CO2
2	8	-0.4	-7	5	-5	-6	-1	0	81*	N#Cc1c(N)nc(SCC(=O)C23CC4CC(CC(C4)C2)C3)c(C#N)c1-c1ccc(Cl)cc1
0	1	0.8	5	-3	3	2	-1	1	5	CC1Nc2ncnc(N3CCN(c4ccccc4)CC3)c2N(Cc2ccc(Br)cc2)C1=O (configuration not stated)
-1	-21	0.0	7	5	0	3	1	1	-4	Cc1ccc(O)c(-c2cc(C(F)(F)C(F)F)[nH]n2)c1
1	-6	0.6	-8	-6	-2	5	1	4	4	CCC1(CC)SCCNC1=O
6	9	-0.6	-3	0	3	-13	4	3	2	CCN(CC(=O)Nc1ccc2c(c1)OCCO2)C(=O)COc1ccc(C(C)=O)cc1
-11	5	0.1	-3	1	2	3	0	1	16	Cc1c(NC(=O)C(C)OC(=O)c2nc(Cl)ccc2Cl)c(=O)n(-c2ccccc2)n1C (configuration not stated)
-15	-3	-0.1	-10	-8	14	5	1	-9	4	Cc1cc(NCc2ccc(F)cc2)nc2cc(Cl)ccc12
3	-8	-0.1	-5	4	7	3	1	1	-1	COc1ccccc1N1CCN(C(=O)c2oc3ccc(Br)cc3c2C)CC1
-1	5	-0.4	-2	-1	-6	7	-1	1	-1	O=C(NC1CCCCC1)C(c1cccs1)N(Cc1cccs1)C(=O)c1ccco1 (configuration not stated)
-1	1	-0.1	4	2	8	0	0	2	5	CCOC(=O)CSc1nc2ccccc2n1CC(=O)NC(C)(C)C
-216	3	2.1	0	4	-3	-14	1	-151	5	COCc1cc(C)nc(SCC(=O)Nc2ccccc2N2CCOCC2)c1C#N
3	8	-0.3	-4	-1	-2	-6	5	4	-1	COc1cccc(N2C(=O)Nc3ccccc3C2(O)C(=O)NCc2ccc3c(c2)OCO3)c1 (configuration not stated)
-45	0	-1.1	-1	-10	-5	10	0	-34	-2	Fc1ccc(Nc2nc(NCc3ccccc3)nc3ccsc23)cc1
0	2	0.6	1	-2	-15	-3	2	4	-2	COc1ccc(OCC(=O)N2CCN(c3nnc(-c4ccccc4)c4ccccc34)CC2)cc1
0	-34	-0.7	4	-5	4	10	-4	4	-5	O=C(CCNC(=O)c1ccccc1Cl)Nc1nc(-c2ccc3ccccc3c2)cs1
5	-46	-0.3	2	-1	0	5	2	2	1	COc1ccc(CNCc2ccccc2[N+](=O)[O-])cc1OC
-6	-14	0.2	-2	-9	0	14	2	1	-4	O=C(C1CC1)N1N=C(c2ccc(F)cc2)CC1(O)C(F)(F)F (configuration not stated)
-80	0	-0.3	-9	-3	15	3	0	-56	-27	Cc1cc(C)n2nc(-c3ccsc3-n3c(C)ccc3C)cc2n1
-55	0	2.7	3	-1	1	-1	3	-35	-2	COc1ccc2oc(C(=O)NCCN3CCOCC3)c(C)c2c1OC
1	-3	0.3	4	7	-5	-1	0	-2	-3	O=C(N/N=C/c1cccc([N+](=O)[O-])c1)c1cc(-c2ccccc2)nc2ccccc12
-6	-1	-0.2	-2	7	1	-4	-1	0	-6	CCN1CCN(c2ccc(S(=O)(=O)N3CCCC3)cn2)CC1
4	-1	0.2	-4	-4	1	-5	2	3	-2	CC(C)(C)OC(=O)C[C@@H]1C/C=C\C[C@@H](CC(=O)N[C@@H](CO)Cc2ccccc2)C(=O)N2CCC[C@@H]2COC1=O

6 of the compounds above, bar-delimited.
canonical_smiles | PLCb3 inh | sPLA2-III inh | KLK7 zymogen act | Tn7 DDE FP | DDE Tn6 FP inh | ASAP1 inh | ARFGAP1 inhibitor | UHRF1 binding | PLC-gamma1 inh | NR1D1 modulator
O=C(N/N=C/c1cccc([N+](=O)[O-])c1)c1cc(-c2ccccc2)nc2ccccc12 | 1 | -3 | 0.3 | 4 | 7 | -5 | -1 | 0 | -2 | -3
COc1ccc(CNCc2ccccc2[N+](=O)[O-])cc1OC | 5 | -46 | -0.3 | 2 | -1 | 0 | 5 | 2 | 2 | 1
O=C(C1CC1)N1N=C(c2ccc(F)cc2)CC1(O)C(F)(F)F (configuration not stated) | -6 | -14 | 0.2 | -2 | -9 | 0 | 14 | 2 | 1 | -4
COCc1cc(C)nc(SCC(=O)Nc2ccccc2N2CCOCC2)c1C#N | -216 | 3 | 2.1 | 0 | 4 | -3 | -14 | 1 | -151 | 5
COc1ccc2oc(C(=O)NCCN3CCOCC3)c(C)c2c1OC | -55 | 0 | 2.7 | 3 | -1 | 1 | -1 | 3 | -35 | -2
Fc1ccc(Nc2nc(NCc3ccccc3)nc3ccsc23)cc1 | -45 | 0 | -1.1 | -1 | -10 | -5 | 10 | 0 | -34 | -2

The list goes on.
PLCb3 inh	sPLA2-III inh	KLK7 zymogen act	Tn7 DDE FP	DDE Tn6 FP inh	ASAP1 inh	ARFGAP1 inhibitor	UHRF1 binding	PLC-gamma1 inh	NR1D1 modulator	Molecule
1	1	0.2	5	2	-1	11	2	0	1	COc1cccc(NC(=O)CN2CCN(S(=O)(=O)c3ccc(F)cc3)CC2)c1
-1	0	-0.2	-3	-2	-2	-3	2	-3	-3	O=C(COc1ccc(Br)cc1)Nc1ccncc1
-8	9	-0.1	9	3	7	10	3	2	6	Cc1ccc(S(=O)(=O)N2CCN(c3ccccc3)CC2)cc1C(=O)NC1CCCCC1
-13	-7	0.8	-4	3	7	3	-3	-13	2	CC(=O)N1CCC(=NNc2ccnc3cc(Cl)ccc23)CC1
11*	-10	-0.1	5	-7	.	.	4	12*	25	CCCNC(=O)C[C@H]1CC[C@H]2[C@@H](COc3ccc(NC(=O)c4cncs4)cc3C(=O)N2C)O1
-64	-9	7.4	-6	1	-3	-11	-2	-50	-2	CSc1ncc(CN2CCc3c([nH]c4ccccc34)C2C(C)(C)C)cn1 (configuration not stated)
-10	10	0.2	6	12	2	1	0	-12	-4	CCn1c(C)nc2cc(C(=O)NNS(=O)(=O)c3cc(Br)ccc3Br)ccc21
2	-1	-0.6	-5	-5	-14	-11	0	3	0	Fc1ccc(-c2nnc(NC3=NCCCCC3)o2)cc1
-1	1	0.4	3	3	4	-3	1	0	0	Cc1cc(C)nc(-n2nc(C)c(Oc3ccccc3O)c2C)n1
-7	1	0.0	-2	3	0	3	-1	-7	-3	COc1ccc(C(=O)Nn2cc3c(c2-c2ccccc2)c(=O)n(C)c(=O)n3C)cc1
0	7	0.2	-9	1	10	4	5	2	-2	CCN1C(=O)C2(SC(NC(C)=O)=NN2C(C)=O)c2cc(C)ccc21 (configuration not stated)
-9	12	-0.3	1	1	-14	-3	11	1	-2	Cn1c(COc2ccc(F)cc2)nnc1SCC(=O)NC1CC1
-4	7	-0.5	-1	6	12	1	0	3	-2	Nc1nc(N2CCOCC2)cc(=O)[nH]1
-9	-2	-0.1	5	-1	-4	5	0	-2	6	CC(C)c1ccc(NC(=O)Cn2nnc(C(=O)NCc3ccc4c(c3)OCO4)c2N)cc1
4	-14	-0.5	-2	4	2	3	0	3	0	Cc1csc(SCC(=O)Nc2cc(S(=O)(=O)N3CCCC3)ccc2Cl)n1
5	-11	-0.1	4	-8	1	0	-2	-2	1	O=C(CSCc1ccco1)Nc1cc(C(F)(F)F)ccc1N1CCOCC1
4	-3	-0.7	-7	-4	-1	5	-1	2	8	Cc1ccc(OCC(=O)N(C)CC(=O)Nc2ccc(F)cc2)c([N+](=O)[O-])n1
-11	-7	-0.8	3	2	-16	-6	-4	-13	-2	Brc1ccc(-c2csc(-c3ccncc3)n2)cc1
-3	2	0.0	2	-7	7	-5	2	2	-1	O=C(NCc1ccc2c(c1)OCO2)c1cc(-c2ccccc2)nn1CC1CC(c2cccnc2)=NO1 (configuration not stated)
-34	-7	-0.2	4	-3	13	6	3	-24	-4	O=C(COC(=O)c1c2c(nc3ccccc13)/C(=C\c1cccs1)CCC2)Nc1ccccc1Cl
-3	-3	0.8	-1	6	-8	-2	2	5	2	CCOC(=O)N1CCN(Cc2ccc3ccccc3c2)CC1
-6	3	0.4	0	7	-1	0	2	2	-7	CCCN(CCC)C(=O)c1cn(CC)c2ccc(S(=O)(=O)N3CCCCC3)cc2c1=O
0	1	0.1	4	-3	-1	-8	0	-1	8	Cc1nnc(NC(=O)C2COc3ccccc3O2)s1 (configuration not stated)
-10	-30	-0.1	0	-2	3	5	-2	-1	-3	CCOC(=O)c1nnn(CC(=O)NC(=O)Nc2cccc(CC)c2)c1C(=O)OCC
-10	4	0.7	-2	-2	5	-4	8	1	4	O=C(N/N=C/c1ccc([N+](=O)[O-])o1)C(=O)Nc1ccc(C(=O)O)cc1
2	3	0.6	0	-5	-14	3	-2	1	-1	Cc1ccncc1CNC(=O)c1ccccc1
2	-7	1.2	1	-14	5	-3	3	1	3	CN(C)S(=O)(=O)c1ccc(Cl)c(NC(=O)COC(=O)/C=C/c2ccc(S(=O)(=O)N3CCOCC3)cc2)c1
